Compound activity: PubChem BioAssay, several laboratories
CendR NRP1 mod = alters CendR peptide binding to human NRP-1 | AID 602438 | inhibition, % at 25 µM | O14786 | FAM-RPARPAR peptide binding to NRP-1, fluorescence polarization | 0.85% of 360,000 active;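 active = inhibition or corrected inhibition above about 18%, plus a signal ratio from 0.5 to 1.5, limit read from the data, passing the limit was not always enough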; also: strong numbers were not always called active
Scp1 inh = Scp-1 (human) phosphatase inhibition. inhibition, % at 20 µM. Recombinant Scp1, phosphopeptide, malachite green phosphate absorbance. 0.88% of 340,000 active. Q9GZU7;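 active = inhibition above about 50% at 20 µM, limit read from the data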;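 also: plate controls were DMSO wells with enzyme for no effect and wells lacking enzyme for full effect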
Target sequence (Q9GZU7 76-261 limits assumed): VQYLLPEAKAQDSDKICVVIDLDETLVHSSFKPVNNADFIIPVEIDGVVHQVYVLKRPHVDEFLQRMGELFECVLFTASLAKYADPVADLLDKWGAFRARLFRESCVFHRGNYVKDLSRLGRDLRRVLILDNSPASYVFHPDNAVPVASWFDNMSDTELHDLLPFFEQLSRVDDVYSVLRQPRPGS
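Assay system: SCP-1 catalytic fragment, aa 76-261 | Buffer or medium: Tris acetate buffer pH 5.5 with MgCl2 and Tween-20 | Compound: One concentration, 20 µM, with 1.0% DMSO | Also added: Phospho 17-mer peptide substrate | Signal: Absorbance at 630 nm | Incubation: 45 min enzyme reaction at room temperature | Measure: % inhibition of SCP-1 phosphate liberation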
SKN-1 inh = inhibitors of C. elegans SKN-1; 0.49% of 360,000 active; inhibition, % at 21.8 µM; C. elegans VP596 Pgst-4::GFP/RFP ratio, acrylamide-induced, 24 h;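 active = interference check ratio from 0.5 to 1.5 plus GFP to RFP signal ratio inhibition reaching or exceeding a fixed threshold, cut at about 30% in these data, passing the limit was not always enough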; also: some compounds called inactive have numbers as strong as hits
LMPTP inh = blocks human LMPTP phosphatase; P24666; recombinant LMPTP-A, OMFP fluorogenic substrate, fluorescence intensity; inhibition, % at 20 µM; 0.22% of 360,000 active;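 active = compounds that cut the enzyme signal by at least half of the control window in the single-dose screen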;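 also: plate controls were DMSO wells with enzyme plus substrate for no effect and substrate without enzyme for full effect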
Target sequence (P24666 whole entry, looked up): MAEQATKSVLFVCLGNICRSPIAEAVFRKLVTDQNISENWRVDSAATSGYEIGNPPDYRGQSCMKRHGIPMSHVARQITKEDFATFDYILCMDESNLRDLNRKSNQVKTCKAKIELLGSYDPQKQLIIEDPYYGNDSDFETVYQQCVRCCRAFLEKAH
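Material: LMPTP-A; amount: 0.625 nM enzyme; doses: single 20 µM dose; times: reaction 50 min, room temperature, dark; technique: fluorescence intensity of OMFP turnover product; benchmarks: no-enzyme and uninhibited controls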
Neddyl block = inhibitors of human cullin neddylation; TR-FRET cullin neddylation, biochemical; AID 651699; calls only at 25 µM; 0.58% of 360,000 active; in the data active = inhibition above about 36%
TbMetRS inhib = blocks T. brucei methionyl-tRNA synthetase activity. purified T. brucei MetRS, ATP depletion, Kinase-Glo luminescence. inhibition, % at 11.9 µM. 0.4% of 360,000 active;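 active = inhibition above a per-plate cutoff of the control wells' mean inhibition plus 3 SD, cut at about 5.5% in these data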;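 also: 0% = DMSO wells median and 100% = median of wells with control inhibitor compound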
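System: purified T. brucei MetRS enzyme / Detection: Kinase-Glo luciferase luminescence reporting remaining unconsumed ATP / Medium: HEPES buffer with MgCl2, KCl, DTT, spermine, BSA, pyrophosphatase / Replication: singlicate, one well per compound / Evaluation: percent inhibition relative to median high and low control wells / Schedule: 2 h aminoacylation at 25 °C after 15 min preincubation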
STEP inh = inhibitors of human striatal-enriched phosphatase STEP; inhibition, % at 20 µM; AID 588621; P54829; 0.25% of 360,000 active; recombinant STEP, OMFP fluorogenic substrate, fluorescence;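 active = inhibition at 20 µM, scaled per plate between control wells, above about 37%, limit read from the data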;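 also: 0% = DMSO with enzyme and substrate and 100% = substrate only without enzyme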
Target sequence (P54829 whole entry, looked up): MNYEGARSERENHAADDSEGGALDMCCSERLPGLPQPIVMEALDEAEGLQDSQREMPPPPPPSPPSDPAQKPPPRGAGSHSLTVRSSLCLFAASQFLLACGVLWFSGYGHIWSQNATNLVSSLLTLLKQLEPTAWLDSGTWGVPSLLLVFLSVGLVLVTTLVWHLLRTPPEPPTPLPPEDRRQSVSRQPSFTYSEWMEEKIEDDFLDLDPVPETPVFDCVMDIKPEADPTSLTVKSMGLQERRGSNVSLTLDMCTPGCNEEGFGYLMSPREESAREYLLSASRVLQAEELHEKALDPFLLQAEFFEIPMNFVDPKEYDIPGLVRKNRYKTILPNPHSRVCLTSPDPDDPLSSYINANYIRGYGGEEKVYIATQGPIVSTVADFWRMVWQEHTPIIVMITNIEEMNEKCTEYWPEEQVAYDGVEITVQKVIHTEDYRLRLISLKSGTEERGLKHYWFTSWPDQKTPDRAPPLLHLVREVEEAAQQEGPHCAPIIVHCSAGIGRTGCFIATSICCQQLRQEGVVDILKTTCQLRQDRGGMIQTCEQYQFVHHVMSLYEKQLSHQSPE
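System: STEP phosphatase, cell-free reaction; Buffer or medium: Bis-Tris pH 6.0 buffer with DTT, detergent; Incubation: 20 min at room temperature, dark; Measured by: fluorescence, 480/540 nm.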
NadD block = blocks S. aureus nicotinate mononucleotide adenylyltransferase; purified NadD enzyme, colorimetric absorbance read-out; inhibition, % at 20 µM; 0.78% of 360,000 active; in the data active = inhibition above about 26%; also: some compounds past the cut are filed as inactive
SUMO1 PPI mod = alters human SUMO1 binding to SIM partners. inhibition, % at 20 µM. 0.33% of 360,000 active. SUMO1 binding to a labelled peptide, TR-FRET, 1 h. P63165; in the data active = inhibition above about 37%
Target sequence (P63165 whole entry, looked up): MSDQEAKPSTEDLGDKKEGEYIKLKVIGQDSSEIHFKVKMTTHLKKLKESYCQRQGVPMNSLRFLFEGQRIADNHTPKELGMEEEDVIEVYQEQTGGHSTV
DNMT1 inh = DNMT1 (human) enzyme inhibition; P26358; DNMT1 molecular beacon, Hinp1I cleavage, fluorescence; inhibition (reported as % activation of signal), % at 10 µM; 0.83% of 360,000 active; AID 588458; in the data active = inhibition above about 50%
Active calls of the source: *; i = inactive; / = not tested or not shown; + = active, no number. Not a hit list; about 4.6% have a hit in one of these screens.

SMILES	CendR NRP1 mod	Scp1 inh	SKN-1 inh	LMPTP inh	Neddyl block	TbMetRS inhib	STEP inh	NadD block	SUMO1 PPI mod	DNMT1 inh
OCCC1CN(CC#Cc2ccccc2)CCN1Cc1ccccc1F (stereo not drawn)	6	0	-2	-0.5	i	-1.1	0	-2	5	5
COc1ccc2nc(-c3ccccc3)nc(C3CCCCC3)c2c1	15	-3	-9	4.0	i	-0.2	3	8	6	-1
O=C(O)CN1C(=O)/C(=C/c2ccsc2)SC1=S	3	-5	10	-0.1	i	0.7	3	-3	-14	-1
COC(=O)c1ccc(Cn2cnc3cnccc32)cc1	2	1	-14	14	i	0.8	-3	4	0	1
Cc1ccc(C(C(=O)NCc2ccc(F)cc2)N(Cc2ccco2)C(=O)c2snc(C(N)=O)c2N)o1 (stereo not drawn)	3	-9	-4	1.7	i	-0.6	1	1	-12	-5
COc1ccc(CN(C)C(=O)/C=C/[C@H]2O[C@@H](n3cc(C)c(=O)[nH]c3=O)C[C@@H]2O)cc1OC	-10	/	-17	0.2	i	-0.8	-4	0	5	7
Cc1cc(-n2c(C)cc(C(=O)COC(=O)CN=C3NS(=O)(=O)c4ccccc43)c2C)no1	-2	-2	7	-1.7	i	-1.2	-2	-8	1	-3
C=Cn1c(C(=O)O)ccc1-c1ccc(CC)cc1	3	-8	-1	-2.0	i	0.3	-3	-5	3	0
Cc1ccc([N+](=O)[O-])c(OCc2ncc(Cl)n2C)c1	18	-3	-2	-0.3	i	-0.6	-1	-4	5	-3
COC(=O)c1c(NC(=O)C2COc3ccccc3O2)sc2c1CCN(Cc1ccccc1)C2 (stereo not drawn)	-1	10	10	1.7	i	0.0	0	9	-2	-5
COc1ccc2c(c1)C(=O)N(c1ccc(C)cc1C)C(=O)C2	-12	-9	0	-0.7	/	0.9	-3	3	4	-6
O=C(CCCOc1ccc(Cl)cc1)NCC1CCCO1 (stereo not drawn)	-4	4	10	0.7	i	-1.8	-8	-2	-2	-2
Cc1cc(C)c2c(n1)SCC(=O)N2CC(=O)Nc1ccc(F)cc1	2	-16	10	0.3	i	-1.1	3	5	0	-1
CN(CCNC(=O)C1CCN(S(=O)(=O)N2CCOCC2)CC1)CCc1ccccc1	0	1	6	-1.2	i	-1.8	-4	7	-1	-16
CC1CC(C)CN(CCCOc2ccccc2[N+](=O)[O-])C1 (stereo not drawn)	-7	-1	10	-0.5	i	1.1	-1	4	-7	0
CCCNc1nc(Nc2ccc(C)cc2)nc(N2CCCC2)n1	5	-2	-12	2.2	i	-1.3	1	2	2	9
COc1cc(NC(=O)COC(=O)CSc2cc(C)ccc2C)c(C)cc1[N+](=O)[O-]	-3	-9	8	-0.1	i	-0.2	3	-7	-5	-7
CC(C)CN(C(=O)COC(=O)Cc1c[nH]c2ccccc12)C1CCS(=O)(=O)C1 (stereo not drawn)	7	2	-16	0.6	i	-0.7	0	-4	1	0
O=C(O)CCC(=O)c1ccc2sc3ccccc3c2c1	-5	0	11	-0.3	i	-0.3	6	-5	10	1
O=C(CCc1c[nH]c2ccccc12)N[C@@H](Cc1c[nH]c2ccc(O)cc12)C(=O)O	-2	-5	6	-2.4	i	-0.4	0	-2	4	-2
COc1ccccc1N1CCN(C(=O)C2CC(=O)N(c3ccccc3)C2)CC1 (stereo not drawn)	-2	-11	1	-2.3	i	0.1	0	-7	1	-1
O=[N+]([O-])c1cc(S(=O)(=O)/N=C(/c2ccccc2)N2CCOCC2)ccc1Cl	2	-8	6	-0.1	i	-0.3	-2	-7	-22	0
CC1(c2nnc(Cc3ccccc3)o2)CC(c2ccc(Br)cc2)=NO1 (stereo not drawn)	3	-5	7	2.0	i	-0.2	0	0	-27	3
COc1cccc(CN(CC2CCCO2)C(=O)c2cc3ccccc3oc2=O)c1 (stereo not drawn)	1	4	-14	0.7	i	-1.2	0	0	-5	4
O=C(O)c1ccccc1C(=O)N1N=C2/C(=C/c3cccc([N+](=O)[O-])c3)CCCC2C1c1cccc([N+](=O)[O-])c1 (stereo not drawn)	-24	-17	-1	-0.4	i	1.4	4	26	-10	0
SMILES	CendR NRP1 mod	Scp1 inh	SKN-1 inh	LMPTP inh	Neddyl block	TbMetRS inhib	STEP inh	NadD block	SUMO1 PPI mod	DNMT1 inh
COc1cccc(C(=O)NN2CC(O)=C(c3nc4ccccc4s3)C2=N)c1	-10	9	-6	6.0	i	-0.6	3	2	-1	-5
Cc1ccc(/C=C\c2nccc3c2[nH]c2ccccc23)cc1	-4	18	10	7.5	/	2.0	4	18	-1	-8
COc1ccc(C(=O)NC2CCN(C(=S)Nc3ccc(C)cc3)CC2)cc1	10	1	-6	0.3	i	-0.8	-4	22	1	4
Cc1cccc(OCc2nnc(SC(C)C(=O)O)n2-c2ccccc2)c1 (stereo not drawn)	-16	1	7	-1.9	i	-0.9	-5	2	6	7
Cc1ccc(N2C(=O)C3C(C2=O)C2C=CC3C23CC3)c([N+](=O)[O-])c1 (stereo not drawn)	0	-5	11	-0.4	i	-0.1	-2	5	-10	-2
COc1ccc(Cl)cc1NC(=O)CN1CCC(n2nnc3cc(F)ccc32)CC1	-7	3	5	-0.8	i	-0.3	0	2	-1	-1
O=S(=O)(c1ccccc1Cl)N1CCCC(c2nc(-c3cccnc3)no2)C1 (stereo not drawn)	-11	0	-6	-2.0	i	-1.3	5	-3	-2	0
CC(O)c1nc2cc([N+](=O)[O-])ccc2n1Cc1ccccc1 (stereo not drawn)	-12	-8	-19	-1.6	i	-0.4	0	-8	-22	0
COC(=O)c1ccc(NC(=O)c2ccc(NS(=O)(=O)c3cccc4cccnc34)cc2)cc1	-6	-12	14	2.6	i	-0.3	0	6	-3	-6
Fc1cccc(F)c1CN1CCN(c2ncccn2)CC1	2	-5	-1	-4.1	i	-0.6	-4	-8	-3	0
CCCc1nnc(SCC(=O)NC2CC2)n1CC	-7	1	7	-1.5	i	-0.6	0	-2	1	-1
CCOC(=O)c1ccc(NC(=O)C(=O)NCc2ccc(/C=C(/C#N)C(=O)NCCOC)o2)cc1	-9	-7	-5	-0.9	i	-0.9	-5	-9	-5	-3
CCC(C)C(=O)NCCc1ccc(S(N)(=O)=O)cc1 (stereo not drawn)	1	10	-7	-0.6	i	-0.5	-1	-12	1	3
CS(=O)(=O)N(CC(=O)N1CCN(c2ccccc2)CC1)c1cccc(Br)c1	9	1	-1	-2.3	i	0.4	0	5	0	-3
Cc1c(NC(=O)C(C)OC(=O)/C=C/c2ccco2)c(=O)n(-c2ccccc2)n1C (stereo not drawn)	-1	26	4	2.1	i	-0.4	4	0	14	15
COC(CNC(=O)C1CC(=O)N(CCc2ccc(C)cc2)C1)OC (stereo not drawn)	2	-7	-11	-1.8	i	-1.7	-1	-2	-1	-1
O=C(NCCCN1CCOCC1)C(=O)NCC1OCCCN1S(=O)(=O)c1cc(F)ccc1F (stereo not drawn)	-17	-2	4	-7.4	i	-0.3	-3	2	-7	2
Cc1cc(NS(=O)(=O)c2ccc(NC(=O)c3oc4ccccc4c3C)cc2)no1	3	-4	16	0.4	i	-0.1	-3	-5	8	-2
Cn1c(SCC(=O)Nc2ccccc2)nc2ccccc2c1=O	10	3	1	-1.9	i	-0.2	-1	-3	0	0
CC1(C)CC(=O)C(C2=NC3(CCCCC3)Cc3ccccc32)=C(O)C1	9	6	8	0.6	i	-0.7	-2	1	0	0
COc1ccc(C2C(C(=O)c3ccco3)=C(O)C(=O)N2CCOCCO)cc1OC (stereo not drawn)	-4	3	-2	0.7	i	-0.6	1	-2	-4	-1
CCCCCCc1cc2cc(C(=O)Nc3ccc(OC)cc3)c(=O)oc2cc1O	7	-5	4	0.6	i	-0.6	3	-3	-2	30
CCOC(=O)c1cc2nc(-c3ccco3)cc(C(F)(F)F)n2n1	12	0	-3	-2.6	/	-0.1	-1	5	-15	1
O=C1c2ccccc2-c2n[nH]c3cccc1c23	15	-9	14	2.7	+	0.1	-2	2	-35	41
COC(=O)C1CCN(C(=O)CSc2nc3ccc(OC)cc3[nH]2)CC1	-3	-2	-4	-0.3	i	-0.1	1	-3	2	1

As a short view, 14 of the compounds above:
SMILES	CendR NRP1 mod	Scp1 inh	SKN-1 inh	LMPTP inh	Neddyl block	TbMetRS inhib	STEP inh	NadD block	SUMO1 PPI mod	DNMT1 inh
Cc1ccc(/C=C\c2nccc3c2[nH]c2ccccc23)cc1	-4	18	10	7.5	/	2.0	4	18	-1	-8
COc1ccc(C(=O)NC2CCN(C(=S)Nc3ccc(C)cc3)CC2)cc1	10	1	-6	0.3	i	-0.8	-4	22	1	4
Cc1cccc(OCc2nnc(SC(C)C(=O)O)n2-c2ccccc2)c1 (stereo not drawn)	-16	1	7	-1.9	i	-0.9	-5	2	6	7
Cc1ccc(N2C(=O)C3C(C2=O)C2C=CC3C23CC3)c([N+](=O)[O-])c1 (stereo not drawn)	0	-5	11	-0.4	i	-0.1	-2	5	-10	-2
COc1ccc(Cl)cc1NC(=O)CN1CCC(n2nnc3cc(F)ccc32)CC1	-7	3	5	-0.8	i	-0.3	0	2	-1	-1
O=S(=O)(c1ccccc1Cl)N1CCCC(c2nc(-c3cccnc3)no2)C1 (stereo not drawn)	-11	0	-6	-2.0	i	-1.3	5	-3	-2	0
CC(O)c1nc2cc([N+](=O)[O-])ccc2n1Cc1ccccc1 (stereo not drawn)	-12	-8	-19	-1.6	i	-0.4	0	-8	-22	0
COC(=O)c1ccc(NC(=O)c2ccc(NS(=O)(=O)c3cccc4cccnc34)cc2)cc1	-6	-12	14	2.6	i	-0.3	0	6	-3	-6
Fc1cccc(F)c1CN1CCN(c2ncccn2)CC1	2	-5	-1	-4.1	i	-0.6	-4	-8	-3	0
CCCc1nnc(SCC(=O)NC2CC2)n1CC	-7	1	7	-1.5	i	-0.6	0	-2	1	-1
CCOC(=O)c1ccc(NC(=O)C(=O)NCc2ccc(/C=C(/C#N)C(=O)NCCOC)o2)cc1	-9	-7	-5	-0.9	i	-0.9	-5	-9	-5	-3
CCC(C)C(=O)NCCc1ccc(S(N)(=O)=O)cc1 (stereo not drawn)	1	10	-7	-0.6	i	-0.5	-1	-12	1	3
CS(=O)(=O)N(CC(=O)N1CCN(c2ccccc2)CC1)c1cccc(Br)c1	9	1	-1	-2.3	i	0.4	0	5	0	-3
Cc1c(NC(=O)C(C)OC(=O)/C=C/c2ccco2)c(=O)n(-c2ccccc2)n1C (stereo not drawn)	-1	26	4	2.1	i	-0.4	4	0	14	15
